Screens: PubChem, several laboratories
PriA SSB inh – blocks PriA binding to SSB C-terminal tail | AlphaScreen SSBct-PriA binding, biotinylated peptide | inhibition, % at 33 µM | hit rate 0.6% among 430,000; in the data active = inhibition mostly above about 37%, no sharp cut-off; inactive = mostly below about 20%;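 note: plate controls were negative control peptide for no effect and reference peptide for full effect; strong numbers were not always called active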
DUSP3 inh – DUSP3 (human) phosphatase inhibition | P51452 | recombinant VHR phosphatase, pNPP absorbance | inhibition, % at 13.3 µM | hit rate 0.52% among 290,000 | AID 1654; in the data active = inhibition above about 50%; note: some compounds called inactive have numbers as strong as hits
Target sequence (P51452 whole entry, looked up): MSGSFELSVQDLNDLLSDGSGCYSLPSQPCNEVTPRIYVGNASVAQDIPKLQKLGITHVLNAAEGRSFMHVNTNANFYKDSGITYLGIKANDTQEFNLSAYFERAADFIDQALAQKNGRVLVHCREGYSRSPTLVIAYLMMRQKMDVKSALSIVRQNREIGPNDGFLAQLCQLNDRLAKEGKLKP
Vc quorum ag – inducers of Vibrio cholerae quorum light production without autoinducers. V. cholerae BH1578 lux reporter, luminescence, 6 h. activation, % at 18.7 µM. hit rate 0.16% among 350,000; in the data active = activation mostly above about 9.7%, no sharp cut-off; note: not every result past the cut was called active; inactives centre near 0; reference of the scale not given here
Rv3671c protease – Rv3671c (M. tuberculosis) protease inhibition; inhibition, % at 5.96 µM; hit rate 0.048% among 320,000; in the data active = inhibition above about 38%;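 note: extracellular domain of Rv3671c used as enzyme; 0% = enzyme with DMSO and 100% = no enzyme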
3CLpro inhibitor – SARS-CoV 3CLpro protease inhibition; hit rate 0.14% among 290,000; recombinant SARS-CoV 3CLpro, quenched FRET peptide cleavage; inhibition, % at 6 µM; in the data active = inhibition above about 12%
BioA inh – BioA (M. tuberculosis) enzyme inhibition; AID 602481; hit rate 0.096% among 360,000; purified M. tuberculosis BioA enzyme, plate reader; inhibition, % at 9.99 µM; in the data active = inhibition above about 40%
Mtb FBA inh – Mtb fructose-bisphosphate aldolase inhibition; P9WQA3; purified M. tuberculosis FBA, fluorescence read-out; inhibition, % at 1 µM; hit rate 2.3% among 360,000; AID 588726; in the data active = inhibition above about 27%;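 note: 0% = vehicle and 100% = reference inhibitor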
Target sequence (P9WQA3 whole entry, looked up): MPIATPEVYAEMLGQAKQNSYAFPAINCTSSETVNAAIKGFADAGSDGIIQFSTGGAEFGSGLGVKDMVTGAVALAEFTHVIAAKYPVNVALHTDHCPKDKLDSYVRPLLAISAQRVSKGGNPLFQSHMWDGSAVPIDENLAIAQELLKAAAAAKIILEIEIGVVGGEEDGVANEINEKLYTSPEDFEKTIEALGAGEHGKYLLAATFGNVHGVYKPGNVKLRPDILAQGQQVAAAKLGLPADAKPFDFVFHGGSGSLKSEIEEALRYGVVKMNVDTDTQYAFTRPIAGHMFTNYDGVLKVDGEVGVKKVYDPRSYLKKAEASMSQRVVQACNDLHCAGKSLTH
Mtb UGM inh – blocks M. tuberculosis UGM enzyme; hit rate 0.06% among 320,000; purified UGM, fluorescence polarization probe displacement; P9WIQ1; AID 504406; inhibition, % at 10 µM; in the data active = inhibition above about 10%, passing the limit was not always enough
Target sequence (P9WIQ1 whole entry, looked up): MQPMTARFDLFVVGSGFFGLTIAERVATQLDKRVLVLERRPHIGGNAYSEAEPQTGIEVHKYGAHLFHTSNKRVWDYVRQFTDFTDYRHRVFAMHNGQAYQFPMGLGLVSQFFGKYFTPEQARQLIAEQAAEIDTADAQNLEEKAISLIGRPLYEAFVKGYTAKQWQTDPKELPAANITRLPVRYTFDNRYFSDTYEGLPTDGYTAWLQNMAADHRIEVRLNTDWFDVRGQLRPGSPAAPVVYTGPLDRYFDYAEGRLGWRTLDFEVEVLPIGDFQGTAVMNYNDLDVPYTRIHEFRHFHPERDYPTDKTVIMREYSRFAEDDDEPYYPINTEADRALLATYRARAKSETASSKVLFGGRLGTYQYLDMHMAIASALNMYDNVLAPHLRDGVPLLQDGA
GDH-TPI inh – GDH-TPI coupled enzyme inhibition counter-screen; GDH-TPI coupled enzyme counterscreen, NADH absorbance; inhibition, % at 4.8 µM; hit rate 1.2% among 360,000; in the data active = inhibition above about 30%;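 note: 0% = DMSO wells and 100% = wells lacking the enzyme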
MazEF act – MazEF (E. coli) toxin RNase activation; P0AE70; FAM/BHQ RNA-DNA oligo cleavage fluorescence, 5 h; activation, % at 20 µM; hit rate 0.32% among 350,000; in the data active = activation above about 50%
Target sequence (P0AE70 whole entry, looked up): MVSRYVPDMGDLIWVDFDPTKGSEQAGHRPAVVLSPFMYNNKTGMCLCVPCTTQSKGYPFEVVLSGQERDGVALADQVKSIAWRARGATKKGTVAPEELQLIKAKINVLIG
* marks the source's active call; other numbers are inactive results; i = inactive; / = not tested or not shown; & = joins results of further samples. An excerpt; the hit share may differ from the screen's.

SMILES	PriA SSB inh	DUSP3 inh	Vc quorum ag	Rv3671c protease	3CLpro inhibitor	BioA inh	Mtb FBA inh	Mtb UGM inh	GDH-TPI inh	MazEF act
CCCNC(=O)C(=O)NCC(c1ccc2c(c1)OCO2)N1CCN(c2ccc(F)cc2)CC1 (centres undefined)	-11	-3	i	10	-2	0.4	1	1.5	-9	5
O=C(Nc1ccc(S(=O)(=O)N2CCCC2)cc1)c1cccnc1	-14	-25	-0.8	2	-2	33	3	-0.1	0	5
O=c1cc(NC2CCCCC2)[nH]c(=O)[nH]1	-7	/	0.4	7	/	/	-2	-1.7	7	8
CCOc1cc(S(=O)(=O)NC2CC(C)(C)NC(C)(C)C2)ccc1Cl	1	/	1.6	-3	-2	0.1	3	1.1	4	5
CCN(C(=O)CSc1nnc(-c2ccncc2)n1C)C1CCS(=O)(=O)C1 (centres undefined)	-6	16	5.3	7	0	-2.8	2	1.5	9	-1
CCCCOc1ccc(CONS(=O)(=O)c2ccc(NC(C)=O)cc2)cc1Cl	-8	-1	i	-107	19*	/	-1	3.0	8	-3
O=C(O)CC(Cc1ccc(Cl)cc1)C(=O)Nc1ccc([N+](=O)[O-])cc1 (centres undefined)	-19	-5	-0.1	-4	3	0.1	-3	0.9	4	-2
COc1ccc(/C=N/Nc2ccccc2C(=O)O)cc1	/	-10	i	5	4	1.1	4	0.4	18	-3
Cc1cccc(-n2c(=O)c3c(n4cnnc24)-c2ccccc2CC32CCCCC2)c1	-3	46	i	-2	6	-3.0	9	-2.8	7	2
CC(C)NC(=S)NN=C1c2ccccc2-c2ccccc21	13	17	0.6	5	-2	3.4	-4	-0.5	7	-2
CCCc1c(C(=O)N/N=C/c2ccc(OCc3ccccc3)c(OC)c2)nnn1-c1nonc1N	/	43	i	-16	-3	-5.5	5	-0.9	15	-22
C=CCNCC#CCOc1ccc(OC)cc1	4	39	i	-2	-5	-1.0	-2	0.5	10	-1
COc1cc2c(cc1OC)C(C)N(C(=O)c1sccc1C)CC2 (centres undefined)	2	52*	-2.7	1	-2	2.6	4	-0.1	8	16
COc1ccc(CN(C)C(=O)/C=C/c2ccc(S(=O)(=O)N3CCOCC3)cc2)cc1F	5	/	5.0	/	/	-0.6	1	/	-1	5
COc1ccc(-n2cc(-c3ccccc3)c3c(NCCOCCO)ncnc32)cc1	-2	-33	-0.6	-4	-4	13	6	-2.0	8	13
Cc1nc(N(C)Cc2ccccc2)c2nnn(Cc3ccccc3)c2n1	-44	18	3.0	-3	3	-0.7	-3	2.3	0	-5
COc1ccc2nc(C)cc(N3CCN(c4ccccc4)CC3)c2c1	8	26	-0.6	-1	-1	0.8	-3	-0.4	5	6
Cc1cc2nc(/N=C(\N)NC(=O)N3c4ccccc4Sc4ccccc43)nc(C)c2cc1C	/	-10	-0.4&1.7	9	4	-1.8&1.0	1&4	2.0	-6&6	-29&-5
CCN(CC)C(=O)Cn1cc(C(=O)C(=O)N2CC=C(c3ccccc3)CC2)c2ccccc21	1	-7	-0.3	0	7	/	-3	-0.4	9	22
CCCn1nc2cc(C(=O)NCCc3ccc(C)cc3)ccc2c1OCC	-6	5	i	-5	4	-0.6	55*	-0.9	4	9
Cc1cc(OC2CCCCC2)nc(NCc2ccccc2)n1	-5	9	i	5	5	-0.8	-3	-1.4	-9	3
Cc1ccc(NC(=O)CCn2cccc2)cc1	1	6	/	-13	-2	-0.6	2	3.5	6	0
CC(C)Cn1c(N)c(C(=O)COC(=O)CC23CC4CC(CC(C4)C2)C3)c(=O)n(C)c1=O	-10	6	i	-11	0	-1.5	-2	-1.5	9	-8
Cn1ccc(C(=O)N/N=C/c2ccncc2)n1	/	13	i	/	-2	12	1	/	12	6
CC1SC(=NC(=O)c2ccco2)NC1=O (centres undefined)	-1	32	-0.3	-4	-1	-1.4	-3	-2.0	-1	0
COc1ccc(-c2nc3cc(NC(=S)NC(=O)Cc4ccccc4)ccc3o2)cc1	-10	18	-0.2	-5	2	-0.6	3	0.2	5	-3
CC(=O)N1CCSc2ccc(S(=O)(=O)NCc3ccccc3)cc21	7	0	i	2	-2	-3.0	5	0.5	-2	17
O=C(COC(=O)c1ccc([N+](=O)[O-])s1)Nc1ccc(F)cc1	10	/	-0.6	-27	/	0.8	-1	0.5	10	1
COc1cc(/C(C)=N/N2CCN(Cc3ccc(C)cc3)CC2)ccc1O	/	14	-0.5	3	-2	1.3	1	-1.8	13	5
CSc1ccccc1C(=O)NCCSc1ccc(C)cc1	-15	25	i	0	-1	-1.7	2	0.2	4	9
CC1CN(C(=S)NC(=O)c2ccc([N+](=O)[O-])cc2)CC(C)O1 (centres undefined)	-6	34	0.0	-9	-5	-0.4	-3	-1.6	2	3
CC(=O)c1cccc(NC(=O)c2ccc(NC(=O)CCS(=O)(=O)c3cccs3)cc2)c1	-14	10	-0.5	-15	3	-0.7	-3	-0.3	2	-5
CCOc1ccc(NC(=O)C2CCN(S(=O)(=O)c3c(C)n[nH]c3C)CC2)cc1	5	30	3.4	4	-1	-2.0	-1	-0.5	-1	-5
CSc1nsc(SCC(=O)Nc2c(C)n(C)n(-c3ccccc3)c2=O)n1	1	19	i	2	0	-2.0	1	-0.9	-2	1
CC1CCCC(n2cnc3cc(C(=O)O)ccc32)C1C (centres undefined)	-4	8	-0.3	1	0	1.0	1	3.5	4	6
Cc1cc(C(=O)COC(=O)c2ccc(Br)o2)c(C)n1C	2	19	-0.2	-1	1	-1.1	-2	0.4	-5	1
Cc1ccccc1CCNC(=O)C1CCN(S(=O)(=O)c2ccc(-n3cnnn3)cc2)CC1	1	-4	i	/	-3	-3.0	4	/	-5	13
CC(C)CC(C(=O)Oc1ccc2c3c(c(=O)oc2c1)CCC3)N1C(=O)c2ccccc2C1=O (centres undefined)	-10	-4	-1.0	/	1	-1.2	31*	/	4	1
Cc1cccc(N2CCN(C3=NC(=O)C(Cc4ccccc4)S3)CC2)c1 (centres undefined)	4	25	-0.3	-11	2	/	0	3.2	6	-3
COc1ccc(NC(=O)CSc2nnc(C)s2)cc1S(=O)(=O)N1CCOCC1	-4	/	i	7	/	1.2	0	/	-8	9
Cc1cc2cc3c(cc2nc1SCc1ccccn1)OCCO3	-3	-4	-0.5	2	5	/	20	1.1	15	-1
CCOC(=O)C1(Cc2ccc(Cl)cc2)CCN(C(=O)c2cnc(C)cn2)CC1	-1	27	-0.4	6	-1	0.5	-1	2.3	-5	-5
COc1ccc(S(=O)(=O)N2CCOCC2)cc1NC(=O)C1CCCCN1S(=O)(=O)c1ccccc1 (centres undefined)	0	/	-1.9	/	/	-1.4	-1	/	3	9
Cc1ccc(CCSc2ccc(C(C)C)cc2)cn1	-56	5	-0.2	11	2	-0.7	3	-1.7	8	-9
O=C(COC(=O)[C@H](Cc1c[nH]c2ccccc12)NC(=O)c1cccs1)NCc1ccccc1	-3	4	-0.1	1	-2	0.1	1	-1.0	7	-3
CCOC(=O)N1CCC(NC(=O)C2CCN(S(=O)(=O)c3ccc4c(c3)oc(=O)n4C)CC2)CC1	-9	10	i	-2	0	/	2	-1.5	-7	0
O=C(COc1ccc(S(=O)(=O)N2CCOCC2)cc1Cl)NC1CC1	-1	7	-0.3	-5	5	-0.9	2	2.6	1	5
Cc1ccc(NC(=O)CSc2nnc(CNC(=O)c3c(F)cccc3Cl)o2)cc1	0	-9	-5.0	7	2	1.5	3	-0.2	0	-3
CCN(CC)c1ccc(/C=N/NC(=O)CNC(=O)c2ccc3c(c2)OCCO3)cc1	/	36	-0.5	-2	-4	-0.7	47*	3.6	42*	7
Cc1ccc(Cl)cc1NC(=S)N(CCCN1CCOCC1)Cc1ccccn1	10	-7	-0.3	-9	-2	3.0	-2	-1.0	-2	-3
CCN1C[C@@H]2[C@@H]3C(=O)N(C)C(=O)[C@@H]3[C@](CC)(C1=O)N2C(=O)c1ccc(F)cc1	3	/	-0.5	/	/	-0.2	0	/	0	15
Cc1cc(C)c2cc(CN(Cc3cccs3)Cc3nnnn3CC3CCCO3)c(=O)[nH]c2c1 (centres undefined)	16	-8	-0.5	-11	4	0.7	1	3.3	13	-4
N#Cc1ccc(C(=O)N2CCN(S(=O)(=O)c3ccc(Cl)s3)CC2)cc1	4	/	3.1	-7	/	1.4	-1	2.4	-2	3
O=C(NC(c1ccccc1)c1ccsc1)C1CCN(Cc2ccc(Oc3ccccc3)cc2)CC1 (centres undefined)	/	/	i	/	/	-2.3	-2	/	16	/
Cc1ccc(NC(=O)CSc2nn3c(=O)c(C)nnc3s2)cc1Cl	-7	24	-0.4	-14	1	-1.1	2	2.7	10	1
N#Cc1ccc(C(=O)NC(=S)N2CCN(C=O)CC2)cc1	-1	/	0.8	1	/	-0.8	5	-2.0	11	8
Cc1ccc(NC(=O)COC(=O)CCc2ccc(S(=O)(=O)N3CCOCC3)cc2)cc1F	-14	22	-0.2	-6	-3	/	1	-2.6	-6	2
CCOC(=O)C(Cc1c(F)cccc1F)(NC(C)=O)C(=O)OCC	-19	29	i	4	1	-1.2	-1	1.8	-4	5
O=C(NN1C(=O)NC2(CCCCC2)C1=O)c1cc(F)cc(F)c1	-14	/	-0.3	5	/	2.8	-2	-3.4	10	-4
O=C(c1ccccc1)c1ccc(Oc2ncccn2)cc1	1	15	i	-5	-1	1.4	-2	0.9	-4	0

Single records, as listed above. Screens in order: PriA SSB inh	DUSP3 inh	Vc quorum ag	Rv3671c protease	3CLpro inhibitor	BioA inh	Mtb FBA inh	Mtb UGM inh	GDH-TPI inh	MazEF act
Profile of CCN(CC)C(=O)Cn1cc(C(=O)C(=O)N2CC=C(c3ccccc3)CC2)c2ccccc21 : 1	-7	-0.3	0	7	/	-3	-0.4	9	22
Profile of CCCn1nc2cc(C(=O)NCCc3ccc(C)cc3)ccc2c1OCC : -6	5	i	-5	4	-0.6	55*	-0.9	4	9
Profile of Cc1cccc(N2CCN(C3=NC(=O)C(Cc4ccccc4)S3)CC2)c1 (centres undefined) : 4	25	-0.3	-11	2	/	0	3.2	6	-3
Profile of Cc1cc(OC2CCCCC2)nc(NCc2ccccc2)n1 : -5	9	i	5	5	-0.8	-3	-1.4	-9	3
Profile of O=C(Nc1ccc(S(=O)(=O)N2CCCC2)cc1)c1cccnc1 : -14	-25	-0.8	2	-2	33	3	-0.1	0	5

(listing goes on)
SMILES	PriA SSB inh	DUSP3 inh	Vc quorum ag	Rv3671c protease	3CLpro inhibitor	BioA inh	Mtb FBA inh	Mtb UGM inh	GDH-TPI inh	MazEF act
Cc1ccc(N2C(=O)CN(Cc3sccc3C)C2=S)cc1C	-7	-5	-0.7	-6	-1	/	-2	/	-1	-7
COc1cccc(C2C(C#N)=C(N)N(N(C)C)C3=C2C(=O)CC(C)(C)C3)c1 (centres undefined)	0	3	i	-11	-1	/	-1	-1.5	11	3
COc1cc(CCC(=O)OCC(=O)Nc2ncc(Cl)cc2Cl)cc(OC)c1OC	-4	41	i	3	-1	7.1	2	1.3	-3	-7
Cc1cc(C)nc(NS(=O)(=O)c2ccc(NC(=O)c3ccco3)cc2)n1	-13	10	-0.4	-1	3	-0.8	0	1.5	4	-1
Cc1cc(=O)n(C2CCS(=O)(=O)C2)[nH]1 (centres undefined)	-1	11	-0.4	-216	-2	/	2	2.7	-4	4
CC(=O)N1CC=CC1(CC(C)C)C(=O)NCc1cc(F)cc(C(F)(F)F)c1 (centres undefined)	-10	9	1.3	3	-5	0.2	1	2.5	4	2
COc1ccc(NC(=O)CN2CCN(C(=S)NC3CCCC3)CC2)cc1	1	28	i	8	3	/	-1	-2.0	-1	5
CC1CCCCN1CC(O)COCCC12CC3CC(CC(C3)C1)C2 (centres undefined)	-6	-15	-3.3	-6	0	1.1	-5	0.1	7	-27
O=C(Cn1cc(Br)ccc1=O)Nc1ccc2c(c1)OCO2	-37	/	-2.1	1	/	0.1	-1	1.9	8	-4
COC(=O)c1ccc2cc(OC)c(OC)cc2c1	/	/	-4.5	/	/	-0.9	13	/	-2	1
